Bioassay records as filed in PubChem.
Menin-MLL TR inh = inhibitors of human menin-MLL interaction, mutant MLL peptide. Menin + Texas Red MLL mutant peptide, fluorescence polarization. Potency, µM (titrated, usually from 61.6 µM), for the others: at the top dose FP activity change, negative = inhibition, usual class: inhibitors. hit rate 0.23% among 270,000. O00255; active = well fitted inhibition curve with a large enough effect in the polarisation, with a control signal flat, not every such curve was filed as active; inconclusive = small, poorly fitted or top-dose-only effect, or effect the other way, or a change in a side signal; inactive = no such curve, though single readings can be large or run the other way; the % refers to the polarisation; also: potency is read from the fitted curve at half-maximal effect; % of control where 0% means no effect; many of its hits are not listed in these tables
Mito fusion yeast = blocks mitochondrial division or promotes mitochondrial fusion; S. cerevisiae fusion-defective mutant growth rescue, CellTiterGlo 48 h; Potency, µM (titrated, usually from 46.1 µM), without a hit: at the highest dose growth rescue (activation), hits mostly activators; hit rate 0.23% among 320,000; AID 485298;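 also: potency is read from the fitted curve at half-maximal effect; % of control where 0% means no effect; nearly all actives have a fitted effect of over 45% in size; temperature-sensitive fusion mutants such as fzo1-1 at 37 °C on non-fermentable ethanol glycerol medium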
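Yeast fusion mutant, YPEG (non-fermentable carbon), compound, 48 h at 37C non-permissive; CellTiterGlo added, 10 min RT, luminescence read. Rescued growth = division inhibition.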
MBNL1-CUG inh = blocks human MBNL1 binding to CUG repeat RNA; Q9NR56; TR-FRET MBNL1-His/biotin-(CUG)12 binding, 665/545 ratio; Potency, µM (titrated, usually from 57.5 µM), for the others: at the highest dose activity change, negative = inhibition, actives largely listed as inhibitors; hit rate 0.036% among 280,000; AID 2675; active = well fitted inhibition curve with a large enough effect in the signal ratio, with a control signal flat, not every such curve was filed as active; inconclusive = small, poorly fitted or top-dose-only effect, or effect the other way, or a change in a side signal; inactive = no such curve, though single readings can be large or run the other way; the % refers to the signal ratio; also: potency is read from the fitted curve at half-maximal effect; % is scaled to controls: 0 for no effect and ±100 for the full control effect
Target sequence (Q9NR56 whole entry, looked up): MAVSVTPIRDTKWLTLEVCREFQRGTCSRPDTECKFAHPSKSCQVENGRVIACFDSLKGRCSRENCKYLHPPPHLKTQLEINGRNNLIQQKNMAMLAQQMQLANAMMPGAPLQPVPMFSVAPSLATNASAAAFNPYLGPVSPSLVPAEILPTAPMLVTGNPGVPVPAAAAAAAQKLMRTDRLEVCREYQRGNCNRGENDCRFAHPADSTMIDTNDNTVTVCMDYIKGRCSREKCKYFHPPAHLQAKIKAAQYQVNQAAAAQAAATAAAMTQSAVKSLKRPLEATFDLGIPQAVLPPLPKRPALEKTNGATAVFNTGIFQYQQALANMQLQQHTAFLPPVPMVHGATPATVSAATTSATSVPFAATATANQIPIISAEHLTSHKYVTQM
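Inhibition of protein-RNA binding appears as loss of TR-FRET between terbium anti-His antibody on MBNL1-His and streptavidin-XL665 on biotin-(CUG)12. Activity is normalized to buffer-only and uninhibited-complex controls.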
TSHR antag = human thyrotropin receptor antagonism; activity change, negative = inhibition, % at 11.5 µM; hit rate 0.2% among 330,000; TSHR-expressing cells, TSH-stimulated cAMP HTRF, 2 h; hits give low values;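 active = activity change below a set negative limit, meaning inhibition stronger than a set level, cut at about -70% in these data; inconclusive = activity change between two set negative limits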; also: % is scaled to controls: 0 for no effect and ±100 for the full control effect
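Inhibition of cAMP made by TSHR-expressing cells under TSH stimulation (4nM final, EC80; 2 h, 37 deg C) is quantified with a one-step lysis HTRF kit, anti-cAMP cryptate versus cAMP-d2.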
AT treatment = candidate therapy for ataxia-telangiectasia | […] A-T fibroblasts, KAP-1 phosphorylation AlphaLISA; neocarzinostatin DNA damage 30 min before lysis | Potency, µM (top dose mostly 57.5 µM), for inactives: at the highest dose activation, actives largely listed as activators | hit rate 0.19% among 320,000; also: potency is read from the fitted curve at half-maximal effect; % of control where 0% means no effect; nearly all actives have a fitted effect of over 45% in size
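hTERT-immortalized A-T patient fibroblasts ([…]), 500 cells/well in OPTI-MEM, 1% FBS, got compounds for 60 min, then NCS for 30 min at 37C. Lysates were then assayed for phospho-KAP-1 by AlphaLISA (anti-pKAP1 donor, anti-KAP1 acceptor beads), 6 hr at 25C.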
ASM inhibitor = inhibitors of human secretory acid sphingomyelinase; Potency, µM (doses to about 57.5 µM), for inactives: at the highest dose activity change, negative = inhibition, usual class: inhibitors; placental ASM, HMU-PC fluorogenic substrate, 60 min; hit rate 0.006% among 340,000; P17405; also: potency is read from the fitted curve at half-maximal effect
Target sequence (P17405 47-631 limits assumed): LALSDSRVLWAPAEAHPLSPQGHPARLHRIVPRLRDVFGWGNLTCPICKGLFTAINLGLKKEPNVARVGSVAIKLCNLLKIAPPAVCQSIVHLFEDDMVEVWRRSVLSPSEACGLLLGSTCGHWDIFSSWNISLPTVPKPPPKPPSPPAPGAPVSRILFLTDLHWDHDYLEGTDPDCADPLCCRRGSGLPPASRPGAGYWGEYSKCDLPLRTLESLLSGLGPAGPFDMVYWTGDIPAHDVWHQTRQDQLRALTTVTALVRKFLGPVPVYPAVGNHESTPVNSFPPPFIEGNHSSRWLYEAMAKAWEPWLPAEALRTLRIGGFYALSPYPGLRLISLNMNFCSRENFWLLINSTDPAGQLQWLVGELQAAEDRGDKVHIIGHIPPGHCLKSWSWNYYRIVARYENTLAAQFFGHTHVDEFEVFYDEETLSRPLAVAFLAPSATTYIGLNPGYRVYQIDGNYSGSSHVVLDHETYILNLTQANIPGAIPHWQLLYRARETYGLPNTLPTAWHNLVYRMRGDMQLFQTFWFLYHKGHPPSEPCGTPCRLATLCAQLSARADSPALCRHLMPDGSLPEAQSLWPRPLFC
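Human placenta-derived ASM enzyme was preincubated with compound for 10 minutes at room temperature, then given fluorogenic substrate HMU-PC0 (9 uM final) for 60 minutes at 37 °C; a pH 10 stop preceded fluorescence reading at Ex 386/Em 447 nm.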
MLL CXXC-DNA inh = blocks binding of human MLL CXXC domain to DNA; MLL-CXXC / FITC-HOXA9 DNA fluorescence polarization; AID 2662; Q03164; Potency, µM (series often up to 115 µM), inactives show at the top dose activity change, negative = inhibition, actives largely listed as inhibitors; hit rate 0.037% among 290,000; active = well fitted inhibition curve with a large enough effect in the polarisation, with a control signal flat, not every such curve was filed as active; inconclusive = small, poorly fitted or top-dose-only effect, or effect the other way, or a change in a side signal; inactive = no such curve, though single readings can be large or run the other way; the % refers to the polarisation; also: potency is read from the fitted curve at half-maximal effect
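Steps: dispense CXXC domain solution (7 uM) → pin compounds or unlabeled HOX-A9 DNA control → 5 min ambient → add FLSN-HOX-A9 solution (50 nM) → spin → 30 min ambient → fluorescence polarization. Tris pH 7.5/NaCl/DTT/BSA buffer.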
Integrin act MD = integrin-mediated muscular dystrophy alleviation activation. AID 624291. Potency, µM (series often up to 38.3 µM), without a hit: at the top dose activation, hits mostly activators. hit rate 0.064% among 350,000. alpha7betagal myoblasts, beta-gal FDG fluorescence, 48 h;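 also: potency is read from the fitted curve at half-maximal effect; 100% = response of the positive control SU9516; nearly all actives have a fitted effect of over 60% in size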
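alpha7betagal+/- myoblasts (passage 13, 250/well) treated 48 h at 37C with compounds at 1:260 dilution of DMSO stock. Lysed, then beta-galactosidase activity read as FDG fluorescence (ex 480/em 540) after 30 min, with pre-read for autofluorescence.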
TCR activator = activators of T cell receptors; primary human leukocytes, anti-CD3, IL-2 HTRF, 48 h; Potency, µM (titrated, usually from 9.22 µM), without a hit: at the highest dose activation of IL-2 secretion, hits mostly activators; 330,000 tested, under 10 active; AID 504894; also: % of control where 0% means no effect
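Compounds are tested in HTS on primary human leukocytes co-incubated with a-CD3 beads for 48 hr. IL-2 output is measured by time-resolved FRET.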
TSG101-PTAP inh = blocks PTAP/TSG101 interaction to inhibit HIV-1 budding | Q99816 | Fluorescence polarization, FITC-PTAP peptide / Tsg101 binding | Potency, µM (doses to about 115 µM), for inactives: at the top dose activity change, negative = inhibition, hits mostly inhibitors | 340,000 tested, under 10 active; active = well fitted inhibition curve with a large enough effect in the main read-out, with a control signal flat, not every such curve was filed as active; inconclusive = small, poorly fitted or top-dose-only effect, or effect the other way, or a change in a side signal; inactive = no such curve, though single readings can be large or run the other way; also: potency is read from the fitted curve at half-maximal effect; % of control where 0% means no effect
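Compounds were pin-transferred onto Tsg101 binding domain (10 uM final) in HEPES pH 7.5 buffer, then FITC-PTAP peptide was added at 50 nM final. After 20 min at RT, polarization reported peptide displacement across a qHTS concentration series.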
* marks the source's active call; other numbers are inactive results; [ ] = another dose, or the depositor's remark. Unless noted, calls follow the shape of the dose curve; as a rule, active = well fitted curve in the direction sought with a large enough effect; inconclusive = small, poorly fitted or top-dose-only effect, or another doubt; inactive = no such curve, though single readings can be large; an effect the other way counts as inactive or inconclusive. These rows are one share of the data (hit frequency here may not be typical).

Results for CCn1c(=O)c(C(=O)NCc2ccccc2Cl)c(O)c2ccccc21 ?
Menin-MLL TR inh: 1.2%; Mito fusion yeast: 4.0%; MBNL1-CUG inh: 0.6%; TSHR antag: -9.2; AT treatment: 1.5%; ASM inhibitor: -1.4%; MLL CXXC-DNA inh: 7.6%; Integrin act MD: -6.7%; TCR activator: 13.1%; TSG101-PTAP inh: -6.0%

What do the screens show for `Cc1ccc2[nH]c(C)c(CCNC(=O)C3CCCCC3C(=O)OCC(F)(F)F)c2c1` (centres undefined)?
Menin-MLL TR inh: -3.5%; Mito fusion yeast: 6.3%; TSHR antag: -23.2; AT treatment: -6.6%; ASM inhibitor: -1.6%; MLL CXXC-DNA inh: -14.5%; Integrin act MD: -9.0%; TCR activator: 2.7%; TSG101-PTAP inh: -4.8%

How did Nc1ccc(Nc2ccccc2)c(S(=O)(=O)O)c1 do in these assays?
Mito fusion yeast: 0.2%; TSHR antag: 2.1; AT treatment: 4.2%; ASM inhibitor: 38.2%; MLL CXXC-DNA inh: 1.6%; Integrin act MD: 5.0%; TCR activator: -4.0%; TSG101-PTAP inh: 2.2%

What do the screens show for `Cc1nc2scc(C)n2c(=O)c1S(=O)(=O)NCc1ccccc1Cl`?
Mito fusion yeast: 8.4%; MBNL1-CUG inh: -9.6%; TSHR antag: 16.4; AT treatment: -23.0%; ASM inhibitor: 5.2%; MLL CXXC-DNA inh: -7.4%; Integrin act MD: inconclusive; TCR activator: 9.0%; TSG101-PTAP inh: -8.9%

What do the screens show for `CN(C)S(=O)(=O)c1cccc(C(=O)N2CCN(Cc3ccccc3)CC2)c1`?
Menin-MLL TR inh: -0.5%; Mito fusion yeast: -4.3%; MBNL1-CUG inh: 0.6%; TSHR antag: -2.4; AT treatment: -18.9%; ASM inhibitor: -2.8%; MLL CXXC-DNA inh: -7.9%; Integrin act MD: 0.9%; TCR activator: 5.5%; TSG101-PTAP inh: -3.6%

What do the screens show for `c1ccc(CO/N=C(\c2ccc(C3CC3)nc2)C2CC2)cc1`?
Menin-MLL TR inh: inconclusive; Mito fusion yeast: 4.0%; MBNL1-CUG inh: 13.8%; TSHR antag: -0.9; AT treatment: 2.6%; ASM inhibitor: 0.4%; MLL CXXC-DNA inh: -2.5%; Integrin act MD: 19.3%; TCR activator: 1.9%; TSG101-PTAP inh: 1.1%

Results for COc1cc(NC(=S)NC(C)=O)ccc1NC(=O)C(C)C ?
Menin-MLL TR inh: -0.4%; Mito fusion yeast: -2.0%; MBNL1-CUG inh: -16.4%; TSHR antag: -4.9; AT treatment: 1.0%; ASM inhibitor: 1.3%; MLL CXXC-DNA inh: -1.0%; Integrin act MD: 13.9%; TCR activator: -0.4%; TSG101-PTAP inh: -7.9%

How did CC(=O)Nc1cc(C(=O)N2CCN(C)CC2)ccc1Sc1ccc(C)cc1 do in these assays?
Menin-MLL TR inh: -2.2%; Mito fusion yeast: 0.1%; MBNL1-CUG inh: -4.9%; TSHR antag: 2.4; ASM inhibitor: -2.0%; MLL CXXC-DNA inh: 5.6%; Integrin act MD: -7.1%; TCR activator: -6.5%; TSG101-PTAP inh: -12.6%

What do the screens show for `N#Cc1ccccc1OCC(=O)Nc1ccc(N2CCOCC2)cc1N1CCOCC1`?
Mito fusion yeast: -0.8%; TSHR antag: -4.1; AT treatment: -2.6%; ASM inhibitor: -1.2%; Integrin act MD: -6.4%; TCR activator: -3.8%; TSG101-PTAP inh: -2.8%

How did O=NC1=C(c2c(O)[nH]c3ccccc23)CCCC1 do in these assays?
Menin-MLL TR inh: -11.2%; Mito fusion yeast: -0.6%; MBNL1-CUG inh: 3.0%; TSHR antag: 14.2; AT treatment: -8.1%; ASM inhibitor: 8.1%; MLL CXXC-DNA inh: -0.3%; Integrin act MD: 0.0%; TCR activator: 7.6%; TSG101-PTAP inh: -1.4%

Results for CCCCN(C(=O)c1cc2c(s1)CCC2)c1c(N)n(CC(C)C)c(=O)[nH]c1=O ?
Mito fusion yeast: -2.0%; TSHR antag: 15.1; AT treatment: -3.2%; ASM inhibitor: -4.9%; Integrin act MD: -11.7%; TCR activator: 2.8%; TSG101-PTAP inh: 0.7%

Results for CCCCC(=O)/C=C/n1c(=S)oc2ccccc21 ?
Menin-MLL TR inh: -1.2%; Mito fusion yeast: 0.9%; TSHR antag: -6.3; AT treatment: -0.7%; ASM inhibitor: 1.6%; MLL CXXC-DNA inh: 40.6%[activator]; Integrin act MD: -64.9%[inhibitor]; TCR activator: 4.1%; TSG101-PTAP inh: -0.1%

How did CCN(Cc1ccncc1)C(=O)c1ccccc1NS(=O)(=O)c1ccc(F)cc1 do in these assays?
Menin-MLL TR inh: 3.7%; Mito fusion yeast: -11.8%; MBNL1-CUG inh: -3.1%; TSHR antag: -1.0; AT treatment: -0.8%; ASM inhibitor: 2.6%; MLL CXXC-DNA inh: -1.4%; Integrin act MD: 36.4%; TCR activator: 2.6%; TSG101-PTAP inh: -4.4%

How did O=C(NCCN1CCOCC1)c1cccc(S(=O)(=O)Nc2ccc(Br)cc2)c1 do in these assays?
Mito fusion yeast: 1.1%; TSHR antag: -6.4; AT treatment: -2.6%; ASM inhibitor: -2.3%; Integrin act MD: 10.6%; TCR activator: -2.0%; TSG101-PTAP inh: -1.3%

What do the screens show for `Cc1cc(S(=O)(=O)NCC(=O)O)ccc1F`?
Menin-MLL TR inh: -1.9%; Mito fusion yeast: -0.2%; MBNL1-CUG inh: -1.2%; TSHR antag: -5.1; AT treatment: 1.2%; ASM inhibitor: 0.5%; MLL CXXC-DNA inh: 7.2%; Integrin act MD: 1.4%; TCR activator: 0.9%; TSG101-PTAP inh: 9.5%

How did O=C(CN1CCN(S(=O)(=O)c2ccc(F)cc2)CC1)NC1CCCC1 do in these assays?
Mito fusion yeast: -1.0%; MBNL1-CUG inh: -4.2%; TSHR antag: 0.7; AT treatment: -3.5%; ASM inhibitor: 6.1%; MLL CXXC-DNA inh: 1.7%; Integrin act MD: 1.6%; TCR activator: -1.5%; TSG101-PTAP inh: -4.3%

Results for COc1ccccc1N(CC(=O)Nc1ccc(F)c(F)c1)S(C)(=O)=O ?
Menin-MLL TR inh: -0.5%; Mito fusion yeast: 1.0%; MBNL1-CUG inh: -12.2%; TSHR antag: 11.1; AT treatment: 7.8%; ASM inhibitor: 2.1%; MLL CXXC-DNA inh: -1.8%; Integrin act MD: 15.7%; TSG101-PTAP inh: -2.6%

Results for COCCN(CCOC)S(=O)(=O)c1ccc(Cl)nc1 ?
Mito fusion yeast: -1.1%; MBNL1-CUG inh: -7.7%; TSHR antag: 0.6; AT treatment: 3.6%; ASM inhibitor: 2.5%; MLL CXXC-DNA inh: 6.4%; Integrin act MD: 11.3%; TCR activator: 6.5%; TSG101-PTAP inh: -7.2%

How did CC(=O)Nc1cccc(-c2nnc3n2CC(C)S3)c1 (centres undefined) do in these assays?
Menin-MLL TR inh: 12.9%; Mito fusion yeast: -6.6%; MBNL1-CUG inh: -13.8%; TSHR antag: 9.7; AT treatment: -0.7%; ASM inhibitor: 1.4%; MLL CXXC-DNA inh: -4.4%; Integrin act MD: -23.1%; TCR activator: 1.0%; TSG101-PTAP inh: -12.8%

What do the screens show for `COc1cccc(NC(=O)C2CCC2)c1`?
Mito fusion yeast: 15.0%; TSHR antag: -3.8; AT treatment: 6.3%; ASM inhibitor: 8.3%; Integrin act MD: -4.6%; TCR activator: 15.9%; TSG101-PTAP inh: 0.6%

How did COCCNC(=O)c1ccccc1-c1ccccc1C(=O)O do in these assays?
Menin-MLL TR inh: 11.1%; Mito fusion yeast: 0.8%; MBNL1-CUG inh: 3.3%; TSHR antag: 5.6; AT treatment: 3.3%; ASM inhibitor: 4.3%; MLL CXXC-DNA inh: 3.9%; Integrin act MD: 30.0%; TCR activator: 1.9%; TSG101-PTAP inh: -2.2%
